TDP43 rescue: qHTS of TDP-43 Inhibitors. TDP-43 expressing yeast growth rescue, BacTiter-Glo, 24 h. Potency, µM (top dose mostly 46.1 µM), for inactives: top-dose growth rescue (activation), usual class: activators. 410,000 tested, 1.8% active; further: potency means the concentration at half of the fitted maximal effect; % of control where 0% means no effect; nearly all actives have a fitted effect of over 50% in size
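Cell-based yeast growth screen: TDP-43 expression induced in galactose, inoculum OD600=0.02 after raffinose pregrowth to mid-log. Read-out BacTiter-Glo luminescence at 24 hr, 30 deg C; inhibition of toxicity seen as signal increase.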
aSyn yeast inh: qHTS of alpha-syn Inhibitors; AID 652106, 2013; 370,000 tested, 0.14% active; Yeast expressing alpha-synuclein, growth rescue, BacTiter-Glo, 24 h; Potency, µM (doses to about 46.1 µM), without a hit: at the highest dose growth rescue (activation), hits mostly activators; further: potency means the concentration at half of the fitted maximal effect; % of control where 0% means no effect; nearly all actives have a fitted effect of over 65% in size
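Readout is rescue of growth in alpha-synuclein-expressing yeast, so inhibitors of toxicity appear as activators. Growth after 24 hr at 30 deg C in galactose medium is quantified by luminescence.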
HEK293 tox: qHTS of GLP-1 Receptor Inverse Agonists: Cytotox Screen | AID 624418, 2012 | Potency, µM (top dose mostly 38.3 µM), without a hit: at the top dose activity change, negative = inhibition, actives largely listed as inhibitors | HEK293 cAMP-luciferase reporter cells, luminescence, 24 h | 410,000 tested, 0.13% active;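 further: loss of luciferase light is scored as toxicity; potency means the concentration at half of the fitted maximal effect; on the % scale 0 is the no-effect control and ±100 the full control effect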
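MLSMR compounds, 24 hr on cells at 37 deg C/5% CO2; luminescence after luciferase reagent (12 min RT). Inhibition counted as the undesired cytotoxic outcome.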
DRD3 antagonist: qHTS of D3 Dopamine Receptor Antagonist: qHTS. max response, negative = inhibition, %. AID 652054, 2013. D3R cells, DiscoveRx beta-arrestin luminescence, antagonist mode; stronger effect = lower value. 360,000 tested, 2.5% active; in the data active means max response below about -50%; inconclusive means no clear call, values can overlap the other calls; further: on the % scale 0 is the no-effect control and ±100 the full control effect; mostly tested at two doses, the higher about 12 µM
Target sequence (P35462 whole entry, looked up): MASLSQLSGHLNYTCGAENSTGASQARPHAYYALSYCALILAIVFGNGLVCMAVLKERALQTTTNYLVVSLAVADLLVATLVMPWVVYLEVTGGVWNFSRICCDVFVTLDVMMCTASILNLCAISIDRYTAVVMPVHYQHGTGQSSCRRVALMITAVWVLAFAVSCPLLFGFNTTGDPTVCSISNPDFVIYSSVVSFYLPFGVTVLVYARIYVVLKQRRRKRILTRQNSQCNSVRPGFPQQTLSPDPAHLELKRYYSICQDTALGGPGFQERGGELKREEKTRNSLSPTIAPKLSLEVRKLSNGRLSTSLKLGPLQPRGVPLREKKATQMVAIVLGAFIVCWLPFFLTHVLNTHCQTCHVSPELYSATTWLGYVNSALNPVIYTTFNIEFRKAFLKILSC
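Cells expressing the human receptor were seeded at 1500 cells/well, incubated overnight at 37 degrees C in 5% CO2, then exposed to library compounds with dopamine controls for 90 minutes at 37 degrees C before luminescent detection.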
KB-V1 MDR tox: qHTS assay for MDR1-selective chemotherapeutics: Primary screen using the drug-selected MDR subline cells KB-V1. KB-V1 MDR cells viability, CellTiter-Glo, 72 h. Potency, µM (series often up to 46.1 µM), for the others: at the top dose activity change, negative = cytotoxicity, actives largely listed as cytotoxic. 400,000 tested, 3.4% active; further: potency means the concentration at half of the fitted maximal effect; on the % scale 0 is the no-effect control and ±100 the full control effect; nearly all actives have a fitted effect of over 60% in size
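Potencies derive from concentration-effect curves fitted to normalized luminescence (CellTiter-Glo) of KB-V1 cells treated for 72 h at 37 degrees C in phenol-red-free DMEM containing 10% FBS.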
GLP-1R agonist: qHTS of GLP-1 Receptor Agonists; Glucagon-like peptide 1 receptor (Homo sapiens), P43220; Potency, µM (titrated, usually from 45.6 µM), for the others: at the highest dose activation, actives largely listed as activators; HEK293 GLP-1R CRE-luciferase, luminescence, 4-6 h; cells express a hypersensitive GLP-1R form; AID 624172, 2012; 380,000 tested, 0.007% active; further: potency means the concentration at half of the fitted maximal effect; % of control where 0% means no effect
Target sequence (P43220 whole entry, looked up): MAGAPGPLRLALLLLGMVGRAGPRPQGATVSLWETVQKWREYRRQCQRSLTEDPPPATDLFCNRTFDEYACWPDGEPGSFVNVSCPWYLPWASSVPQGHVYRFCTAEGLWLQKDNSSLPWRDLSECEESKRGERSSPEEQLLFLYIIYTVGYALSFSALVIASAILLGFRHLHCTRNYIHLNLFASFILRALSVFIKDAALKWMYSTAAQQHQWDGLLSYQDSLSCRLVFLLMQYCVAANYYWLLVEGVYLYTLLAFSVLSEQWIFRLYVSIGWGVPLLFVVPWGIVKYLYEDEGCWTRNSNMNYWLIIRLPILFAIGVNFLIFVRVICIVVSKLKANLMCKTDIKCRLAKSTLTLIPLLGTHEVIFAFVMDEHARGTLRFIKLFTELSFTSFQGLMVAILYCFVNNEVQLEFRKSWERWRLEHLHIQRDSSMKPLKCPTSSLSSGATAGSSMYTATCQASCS
D3 ag: qHTS of D3 Dopamine Receptor Agonist: qHTS | 410,000 tested, 0.58% active | max activation, % | D(3) dopamine receptor (Homo sapiens), P35462 | D3R DiscoveRx beta-arrestin cells, luminescence, 90 min; in the data active means max activation above about 30%; further: 0% is about no effect; mostly tested at two doses, the higher about 12 µM
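Agonist-mode cell screen: cells plated at 1500/well and incubated overnight at 37 °C, then exposed to library compounds for 90 min at 37 °C. Detection reagent was added for 30–60 min at room temperature, and luminescence was read.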
PTHR1 ag: qHTS for PTHR1 Agonists: Primary Screen; Parathyroid hormone/parathyroid hormone-related peptide receptor (Homo sapiens), Q03431; HEK293 GP2 PTHR1 cells, GloSensor cAMP luminescence, 1 h; Potency, µM (titrated, usually from 115 µM), for the others: top-dose activation, hits mostly activators; 410,000 tested, 0.075% active; AID 743266, 2014; further: potency means the concentration at half of the fitted maximal effect; nearly all actives have a fitted effect of over 55% in size; some results filed as inactive show a strong effect at the top dose; inactives centre near -15; many of its hits are not listed in these tables
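HEK-293-derived GP2 cells expressing PTHR1 and a GloSensor cAMP reporter, 3,000/well, plated overnight, given luciferin plus IBMX (each 0.5 mM as added) for 1 h at 37 °C, then compound for 1 h at 37 °C. Luminescence was read after 15 min at room temperature.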
GLP-1R inv ag: qHTS of GLP-1 Receptor Inverse Agonists (Inhibition Mode); HEK293 GLP-1R CRE-luciferase, luminescence, 24 h; GLP-1R form is constitutively active; Potency, µM (titrated, usually from 38.3 µM), inactives show top-dose activity change, negative = inhibition, most hits filed as inhibitors; Glucagon-like peptide 1 receptor (Homo sapiens), P43220; 410,000 tested, 1.6% active; AID 624417, 2012; further: potency means the concentration at half of the fitted maximal effect; on the % scale 0 is the no-effect control and ±100 the full control effect; nearly all actives have a fitted effect of over 55% in size
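Assay principle: reduced luminescence from a cAMP-responsive reporter in HEK293 cells co-expressing a constitutively active GLP-1R. Conditions: 24 hr compound incubation, 37 deg C, 5% CO2.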
Numbers without * were called inactive; i = inactive; ? = inconclusive; . = no result given; & = joins results of further samples; [ ] = another dose, or the depositor's remark. Unless noted, the call rests on the fitted dose curve; in most records, active means well fitted curve in the direction sought with a large enough effect; inconclusive means small, poorly fitted or top-dose-only effect, or another doubt; inactive means no such curve, though single readings can be large; an effect the other way counts as inactive or inconclusive. An excerpt. The share of hits here may be higher or lower than overall.

SMILES | TDP43 rescue | aSyn yeast inh | HEK293 tox | DRD3 antagonist | KB-V1 MDR tox | GLP-1R agonist | D3 ag | PTHR1 ag | GLP-1R inv ag
COc1ccc(C(=O)NCc2ccccn2)cc1 | -23% | -8% | -14% | -65* | 4% | 3% | -5 | i | 10%
CCN(CC)S(=O)(=O)c1ccc(Cl)c(C(=O)NC)c1 | 1% | -4% | 14% | 3 | 24% | -6% | 1 | i | -1%
Cc1ccc(NN=Nc2nc3c([nH]2)c(=O)n(C)c(=O)n3C)cc1 | 1% | 7% | 12% | -5 | -15% | 0% | 0 | i | 38%[activator]
COc1ccc(-c2cc3nc(NCc4ccc(C)cc4C)n(C)c(=O)c3s2)cc1OC | ? | 8% | 16% | 14 | 2.6µM* | 3% | 19 | i | 6%
COc1cc(C(=O)NCCSc2ccc(F)cc2)cc(OC)c1OC | 10% | 7% | 3% | 2 | -3% | -3% | -5 | i | -21%
CC(/C=N/NC(=O)c1cc(-c2cccnc2)nc2c1c(C)nn2-c1ccccc1)=C\c1ccccc1 | 6% | 10% | -6% | 35 | -30% | -19% | -3 | i | ?
CCOC(=O)c1c(C)[nH]c(C(=O)OCC(=O)Nc2cc(C)c(Cl)cc2OC)c1C | 2% | -2% | -2% | 0 | 1% | -1% | 2 | i | -30%
CCOC(=O)C1CCN(c2c(NCc3ccc(C(=O)NC(C)CC)cc3)c(=O)c2=O)CC1 (stereo not drawn) | 4% | 5% | 12% | 3 | -10% | 3% | 4 | ? | ?
O=C1CC2(CCN(C(=O)C(=O)c3c[nH]c4ccccc34)CC2)Oc2ccccc21 | -11% | -6% | -15% | 8 | -8% | 6% | -8 | -28% | ?
CCOC(=O)C1=NNC2C(=O)N(C3CCCCC3)C(=O)C12 (stereo not drawn) | -15% | -2% | 4% | 8 | -12% | -3% | -2 | i | 5%
Cc1cc(C)cc(-c2nnc(SCC(=O)c3ccc4c(c3)OCCO4)o2)c1 | -13% | 3% | -3% | 25 | -1% | -8% | 0 | 13%[57.5 µM] | 4%
Cc1cc(=O)[nH]c(S/C=C/c2ccccc2)n1 | -26% | -7% | 4% | -9 | 16% | -6% | 6 | -31%[inhibitor] | -12%
CCOC(=O)N1CCC(=NNC(=O)c2ccc(O)cc2)CC1 | 3% | 0% | 10% | 24 | 21% | 4% | -6 | i | 4%
COc1ccc(CCNC(=O)CN2C(=O)C(=O)N(C3CCCC3)C2=O)cc1OC | 11% | -7% | -10% | -21 | -6% | 0% | -16 | -11% | -7%
Cc1cc2c(cc(C(=O)NCc3cccnc3)n2Cc2ccc(Cl)cc2)o1 | -15% | 3% | -18% | -15 | ? | 12% | -1 | -15% | -11%

Looked up one by one from above, four records:
SMILES | TDP43 rescue | aSyn yeast inh | HEK293 tox | DRD3 antagonist | KB-V1 MDR tox | GLP-1R agonist | D3 ag | PTHR1 ag | GLP-1R inv ag
Cc1ccc(NN=Nc2nc3c([nH]2)c(=O)n(C)c(=O)n3C)cc1 | 1% | 7% | 12% | -5 | -15% | 0% | 0 | i | 38%[activator]
Cc1cc2c(cc(C(=O)NCc3cccnc3)n2Cc2ccc(Cl)cc2)o1 | -15% | 3% | -18% | -15 | ? | 12% | -1 | -15% | -11%
COc1ccc(C(=O)NCc2ccccn2)cc1 | -23% | -8% | -14% | -65* | 4% | 3% | -5 | i | 10%
COc1ccc(CCNC(=O)CN2C(=O)C(=O)N(C3CCCC3)C2=O)cc1OC | 11% | -7% | -10% | -21 | -6% | 0% | -16 | -11% | -7%

New compounds follow:
SMILES | TDP43 rescue | aSyn yeast inh | HEK293 tox | DRD3 antagonist | KB-V1 MDR tox | GLP-1R agonist | D3 ag | PTHR1 ag | GLP-1R inv ag
CCN(CC)S(=O)(=O)c1ccc2oc(C(=O)NCc3ccc(F)cc3)c(C)c2c1 | 24% | 21% | -2% | 4 | 0% | 11% | 1 | -58%[inhibitor][57.5 µM] | 3.5µM*
Cc1ccc(S(=O)(=O)N(C)C)cc1NC(=S)Nc1cccc2ccccc12 | -1% | 1% | -3% | -12 | 7% | 5% | -19 | -11% | 12%
COc1ccc(CN2CCNC(=O)C2CC(=O)N(C)C2CCCCC2)cc1OC (stereo not drawn) | 12% | 1% | 1% | 0 | 19% | 12% | 3 | i | 0%
Cn1c(CN2CCOCC2)nc2cc(NC(=O)c3ccc(Cl)cc3)ccc21 | -9% | -17% | -17% | 2 | ? | -2% | -2 | -5%[57.5 µM] | -14%
Cc1ccc(S(=O)(=O)NNC(=O)c2cc(C)cs2)cc1 | 8% | -8% | -8% | -19 | 6% | 2% | -9 | i | -5%
CCOc1ccc(OCC)c(NC(=O)C2CCN(S(=O)(=O)c3cccc4nonc34)CC2)c1 | -1% | -4% | 56%[activator] | -17 | ? | -16% | -4 | i | 7%
O=C(c1cccc(N2C(=O)C3CC=CCC3C2=O)c1)N1CCN(c2ccccc2)CC1 (stereo not drawn) | -22% | 1% | -19% | 15 | 23µM* | -2% | 2 | -27% | 0%
CCN(CC)c1nc2ccccc2nc1C(=O)Nc1cc(OC)c(OC)c(OC)c1 | 24% | . | -12% | . | -14% | . | 4 | i | ?
COc1cccc(CN(C)CCCn2cnc3c(SC)ncnc32)c1 | 0% | -5% | 0% | 19 | 1% | 12% | -6 | -19% | 11%
Cc1ccc(C(=O)N/C(=C/c2cccs2)C(=O)N2CCCCC2)cc1 | -3% | -7% | 6% | -3 | -20% | 8% | -1 | -8% | -20%
CC1(C)CC(NC(=O)C2CCCCC2C(=O)O)CC(C)(C)N1 (stereo not drawn) | 21% | 3% | 6% | 17 | 2% | -10% | -5 | i | 7%
CC1CCCN(S(=O)(=O)c2ccc(C(=O)Nc3nnc(-c4ccncc4)o3)cc2)C1 (stereo not drawn) | 14% | 3% | -4% | ? | ? | 0% | -5 | i | -23%
O=C(CCn1c(=O)oc2ccccc21)N1CCOCC1 | 0% | -11% | 8% | 0 | 10% | 6% | -4 | -14%[57.5 µM] | 15%
CCN(C(=O)COC(=O)C(c1ccccc1)c1ccccc1)c1c(N)n(Cc2ccccc2)c(=O)[nH]c1=O | 3% | 10% | -21% | 1 | 19% | 3% | -3 | -8% | -5%
Cc1cc2c(c(=O)n1Cc1cccnc1)C(c1ccc(F)cc1)C(C#N)=C(N)O2 (stereo not drawn) | -2% | -4% | -7% | -6 | 13% | -15% | 4 | -3%[57.5 µM] | 4%
Fc1ccc(COc2cccc(CNCc3ccncc3)c2)cc1 | -19% | 5% | -1%[7.66 µM] | 15 | ? | 5% | 34* | -73%[inhibitor] | ?
CC(=O)Oc1ccccc1C1=NN(C(C)=O)C(c2ccccc2)C1 (stereo not drawn) | 9% | 6% | -17% | 14 | ? | 13% | -4 | i | -1%
O=C(NC(NC(=S)N1CCOCC1)C(Cl)(Cl)Cl)c1ccc(Cl)cc1 (stereo not drawn) | 2% | 1% | 4% | 5 | 13µM* | -14% | 5 | -11% | ?
CCCCn1c(NC(C)=O)c(C#N)c2nc3ccccc3nc21 | 5% | -4% | . | 6 | -2% | 7% | 1 | -12%[57.5 µM] | 1%
Cc1ccc2c(c1)C(=O)OC(C(=O)Nc1ncc(Cc3ccccc3)s1)C2 (stereo not drawn) | 14% | -2% | 0% | . | 5% | -5% | 8 | 0% | 10%
COC(=O)c1nc(NC(=S)NC(=O)c2cccs2)sc1C | -10% | -11% | -8% | -10 | -19% | 1% | 3 | -7% | -5%
CCc1ccc(C(=O)C(C)OC(=O)CN2C(=O)NC3(CCCC3)C2=O)cc1 (stereo not drawn) | -9% | -7% | -1% | -2 | -12% | 6% | -16 | 0% | 3%
CN(C)C(CNc1ncccn1)c1ccccc1 (stereo not drawn) | -21% | -13% | -15% | -21 | -5% | 8% | -6 | i | 12%
Cc1cc(C)cc(Nc2c(F)c(F)c(F)c(F)c2C(=O)O)c1 | -16% | -20% | -5% | -15 | ? | -3% | 1 | -40%[inhibitor] | ?
COC1=NS(=O)(=O)c2ccccc21 | 16% | 0% | 5% | -4 | 4% | -2% | -2 | i | 0%
Cc1ccc(NC(=O)Cn2nnc(C(=O)NCCc3ccccc3)c2N)c(C)c1 | -2% | -6% | 1% | 7 | -9% | -3% | 2 | -21% | -5%
CCOc1ccc(NC(=O)N(Cc2c[nH]c3ccccc23)C2CCCCCC2)cc1 | 27% | . | 2% | . | . | . | -12 | ? | 0%
COc1ccc(-c2cc(C(=O)N3CCCc4ccccc43)no2)cc1OC | 16µM* | -12% | 3% | -7 | ? | 23% | 28 | 14%[57.5 µM] | 0%
O=C(Nc1ccccc1)N1CCCc2ccccc21 | 7% | -7% | -7% | ? | 12% | -8% | -1 | -17%[57.5 µM] | -9%
Cc1nnc(NC(=O)c2ccc(S(=O)(=O)C(F)F)cc2)s1 | 7% | 3% | -25% | -6 | -2% | -5% | 1 | -16% | 8%
CN1CCC(=C2c3ccccc3Sc3ccccc32)CC1 | ? | 6% | -22% | -108* | ? | -2%&7% | -97&-20 | -11% | ?
CCn1c2ccccc2c2cc(/C=N/n3c(-c4cc(C)[nH]n4)n[nH]c3=S)ccc21 | -9% | -4% | -23% | -23 | -7% | 17% | 5 | i | 2.5µM*
Cc1cccc(NC(=O)C2CCCN(C(=O)NCc3ccccc3)C2)c1C (stereo not drawn) | -23% | 7% | -5% | 1 | ? | 0% | 1 | -12% | 0%
COCCNc1ccc(N2C(=O)CCCC2=O)cc1[N+](=O)[O-] | -3% | -4% | 0% | -3 | 12% | 9% | 0 | i | 1%

Screening data as filed in PubChem BioAssay.
